Bioassay records: PubChem, several laboratories
PHOSPHO1 inh: PubChem AID 1565; Phosphoethanolamine/phosphocholine phosphatase (Homo sapiens), Q8TCT1; recombinant PHOSPHO1, absorbance phosphatase assay; inhibition, % at 13.3 µM; 290,000 tested, 1.1% active; in the data active = inhibition above about 60%
PfM18AAP inh: PfM18AAP inhibitors, malaria aminopeptidase, primary screen, biochemical, QFRET, recombinant enzyme; H-Glu-NHMec fluorogenic cleavage; M18 aspartyl aminopeptidase (Plasmodium falciparum 3D7); 290,000 tested, 1.2% active; inhibition, % at 7.35 µM;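 active = inhibition above the campaign mean inhibition over all tested compounds plus 3 SD, cut at about 28% in these data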;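 also: 0% = plate median of test compound wells and 100% = 2 mM ZnCl2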
MEKK3 PB1 HTS: modulators of MEKK3-MEK5 PB1 binding, primary screen, biochemical, wildtype MEKK3, multiplex bead flow cytometry, Alexa488-MEK5 | AID 1529, 2009 | binding response (% of control), % at 10 µM | 290,000 tested, 1.4% active | Mitogen-activated protein kinase kinase kinase 3 (Homo sapiens), Q99759 | bead-based flow cytometry, Alexa488-MEK5 binding to MEKK3; actives lie on both sides; 0 = blocked by unlabeled MEK5, 100 = vehicle;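 active = binding response more than 3 SD above or below the average of its plate-row segment, actives on both sides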;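 also: Alexa488 bead fluorescence after subtracting the streptavidin-only scavenger bead signal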
Target sequence (Q99759 whole entry, looked up): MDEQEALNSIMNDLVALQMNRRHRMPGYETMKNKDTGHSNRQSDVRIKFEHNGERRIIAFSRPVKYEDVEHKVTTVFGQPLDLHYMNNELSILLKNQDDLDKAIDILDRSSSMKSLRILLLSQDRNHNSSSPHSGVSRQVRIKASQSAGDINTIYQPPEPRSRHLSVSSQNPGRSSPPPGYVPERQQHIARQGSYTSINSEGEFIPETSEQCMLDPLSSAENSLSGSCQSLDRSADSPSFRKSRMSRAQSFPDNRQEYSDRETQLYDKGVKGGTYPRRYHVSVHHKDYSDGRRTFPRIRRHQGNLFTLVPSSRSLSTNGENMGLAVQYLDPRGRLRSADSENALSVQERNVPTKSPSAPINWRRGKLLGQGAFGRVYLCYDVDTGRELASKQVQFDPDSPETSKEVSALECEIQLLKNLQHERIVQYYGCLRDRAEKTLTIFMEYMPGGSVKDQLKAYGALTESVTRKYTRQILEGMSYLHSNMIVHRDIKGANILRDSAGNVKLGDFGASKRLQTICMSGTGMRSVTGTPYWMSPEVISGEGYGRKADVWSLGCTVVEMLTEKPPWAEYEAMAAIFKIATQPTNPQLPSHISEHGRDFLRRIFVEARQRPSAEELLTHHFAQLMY
NALP1 inh: NALP1 inflammasome inhibitors in reconstituted yeast, colorimetric, S. cerevisiae, triplicate retest. S. cerevisiae NALP1/ASC/caspase-1 growth, X-gal OD620, 72 h. inhibition, % at 10 µM. 280,000 tested, 0.61% active; in the data active = inhibition mostly above about 24%, no sharp cut-off; inactive = mostly below about 32%; also: some compounds called inactive have numbers as strong as hits
MEKK2mut PB1 HTS: MEK5 binding signal on mutant MEKK2 PB1, primary screen, biochemical, multiplex bead flow cytometry, Alexa488-MEK5; Alexa488-MEK5 binding to MEKK2 mutant; percent response, % at 10 µM; 290,000 tested, 0.35% active; in the data active = percent response above about 24%, passing the limit was not always enough; also: inactives centre near 1; some results filed as inactive read as strong as hits; reference of the scale not given here
DNA FID counter: compounds displacing fluorescent DNA intercalator, primary screen, artefact control for HCV NS3 helicase inhibitor project, biochemical, FID fluorescence; DNA fluorescent intercalator displacement; inhibition, % at 7.9 µM; 290,000 tested, 0.17% active; AID 1845, 2009; in the data active = inhibition above about 37%;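 also: 0% = vehicle and 100% = reference compound; higher means more ethidium bromide displaced from hairpin DNA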
GPR7 antag: GPR7 receptor antagonists, primary screen, cell-based, fluorescence, single concentration; Neuropeptides B/W receptor type 1 (Homo sapiens), P48145; GPR7-expressing cells, fluorescence antagonist assay; inhibition, % at 4.4 µM; 290,000 tested, 1.1% active; in the data active = inhibition above about 16%, passing the limit was not always enough;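 also: cells stimulated with the agonist NPW; 0% = agonist with vehicle and 100% = vehicle without agonist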
Target sequence (P48145 whole entry, looked up): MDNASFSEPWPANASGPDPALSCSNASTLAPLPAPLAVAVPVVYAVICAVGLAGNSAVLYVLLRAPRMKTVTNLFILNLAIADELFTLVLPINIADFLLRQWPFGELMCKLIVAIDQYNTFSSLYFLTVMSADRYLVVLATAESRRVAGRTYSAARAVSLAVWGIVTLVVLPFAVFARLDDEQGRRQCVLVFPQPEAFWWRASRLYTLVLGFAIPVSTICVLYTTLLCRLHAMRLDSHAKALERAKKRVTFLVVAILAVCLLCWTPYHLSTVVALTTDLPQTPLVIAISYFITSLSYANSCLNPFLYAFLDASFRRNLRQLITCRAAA
MEKK2wt PB1 HTS: modulators of MEK5 binding to wildtype MEKK2, primary screen, biochemical, multiplex bead flow cytometry, Alexa488-MEK5 | binding response (% of control), % at 10 µM | 290,000 tested, 1.1% active | AID 1531, 2009 | Mitogen-activated protein kinase kinase kinase 2 (Homo sapiens), Q9Y2U5 | Alexa488-MEK5 binding to MEKK2 WT; actives lie on both sides; in the data active = binding response below about 67% or above about 130%
OXTR agonist: human OXTR agonists, primary screen, fluorescence, CHO-OTR cells, Fluo-8 calcium | Oxytocin receptor (Homo sapiens), P30559 | Fluo-8 calcium fluorescence; normalized: DMSO 0%, oxytocin 100% | activation, % at 3 µM | 320,000 tested, 0.32% active;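 active = activation above the mean of all tested compounds plus 3 SD, cutoff set per screening run, cut at about 20% in these data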;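 also: peak over basal fluorescence ratio from a 100 s FLIPR kinetic read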
Active calls of the source: *; nt = no result given. Outcome played no part in choosing rows. About 6.2% of those tested had a hit in this group.

smiles,PHOSPHO1 inh,PfM18AAP inh,MEKK3 PB1 HTS,NALP1 inh,MEKK2mut PB1 HTS,DNA FID counter,GPR7 antag,MEKK2wt PB1 HTS,OXTR agonist
O=C(Nc1nc(-c2ccc3ccccc3c2)cs1)c1ccc(N2C(=O)CCC2=O)cc1,-11.1,-5.7,114.0,28.1,-4.0,-2.4,1.0,98.0,3.0
CCN(CC)c1ccc(C=Nc2cc(C)ccc2C)c(O)c1,-0.3,4.8,89.0,30.3,-3.0,-10.3,-9.5,75.0,-1.0
COc1cccc(C(C(=O)NC2CCCC2)N(Cc2ccco2)C(=O)c2ccco2)c1OC (configuration not stated),-3.5,-12.9,102.0,3.3,3.0,-29.7,-5.3,102.0,-0.9
CCC1=C(OC(=O)N(CC)CC)N2C(=O)OC(=NCc3ccccc3)[C@]2(C)[C@H]2C1=CC[C@H]1C(=O)N(CC(=O)OC)C(=O)[C@H]12,39.7,nt,97.0,nt,3.0,nt,nt,85.0,-1.8
CCOC(=O)c1ccc(NC(=O)c2cc(C)nn2-c2ccccc2)cc1,24.2,-2.7,97.0,23.5,1.0,-25.0,6.0,106.0,1.6
Cc1ccc(NC(=O)Nn2cnnc2)cc1,36.4,44.5*,100.0,2.7,0.0,-14.8,-5.5,101.0,nt
CCCSc1nc(O)c(C2OC(=O)c3c2ccc(OC)c3OC)c(=O)n1C (configuration not stated),-8.3,5.9,101.0,19.4,-1.0,-15.3,-7.8,97.0,1.4
CN(C)NC(=O)C12CCC(C)(C(=O)O1)C2(C)C (configuration not stated),24.1,-7.2,101.0,5.7,-12.0,-6.1,-2.3,93.0,0.5
CC(C)CNC(=O)NC(=O)COc1ncnc2sccc12,34.3,-8.6,95.0,-1.6,6.0,-1.5,-5.9,103.0,1.6
COc1ccccc1N(C(=O)CCl)c1cn(C(C)=O)c2ccccc12,19.7,-0.7,94.0,9.1,-9.0,-22.2,-12.8,95.0,-0.6
CN(C)N=Nc1nc2c(c(=O)n(C)c(=O)n2C)n1C,45.0,1.2,103.0,7.9,1.0,-17.2,-6.1,102.0,-0.3
CC(=O)Nc1ccc(C(=O)OCC(=O)NC2CCCCCCC2)cc1,2.2,-0.4,100.0,5.7,-13.0,-26.0,-0.4,88.0,0.3
CCN(CC)S(=O)(=O)c1cccc(C(=O)N2CC(O)CC2C(=O)OC)c1 (configuration not stated),12.6,-1.1,100.0,-0.7,7.0,-3.5,8.5,103.0,0.3
COc1ccccc1C(=O)Nc1ccc(Oc2ncnc3sc(-c4ccccc4)cc23)cc1,20.9,4.3,101.0,-24.0,-4.0,-4.2,-12.9,97.0,0.5
CN1CCN(CC(C)(C)NS(=O)(=O)c2ccc(Cl)cc2)CC1,-4.9,-9.0,79.0,-16.0,-17.0,5.2,3.0,84.0,2.4
NC(=O)c1nn(-c2ccc(Oc3ccccc3)cc2)c(=O)cc1O,44.8,0.1,106.0,-10.5,-3.0,-6.0,-5.7,103.0,-0.6
CCSc1nc2c(c(=O)[nH]1)C(c1cccs1)C(C(=O)OC)=C(C)N2 (configuration not stated),-1.2,0.5,113.0,14.9,-2.0,-8.2,-11.2,106.0,-1.6
COc1ccc(C2Nc3ccccc3C(=O)N2O)cc1OC (configuration not stated),35.4,-4.6,nt,-3.5,nt,-4.7,-8.6,nt,0.2
CCOC(=O)C1CCN(C(=O)c2cc(COc3ccc(OC)c4ccccc34)on2)CC1,35.9,-7.4,99.0,23.0,-2.0,-42.2,-1.9,101.0,0.4
O=C(Nc1ccc(OC(F)(F)F)cc1)c1ccc(S(=O)(=O)N2CCOCC2)o1,29.0,-3.6,103.0,-0.3,3.0,-15.1,-14.8,98.0,4.0
O=C(CSCc1cc(=O)n2nc(C3CC3)sc2n1)Nc1ccc(F)cc1,32.9,-2.9,100.0,-2.3,4.0,-7.0,-1.9,96.0,0.9
CCN1CCCC1CNC(=O)C1c2cc(OC)c(OC)cc2C(=O)N(C)C1c1cccnc1 (configuration not stated),15.0,-3.5,118.0,7.4,5.0,6.4,-4.4,122.0,0.2
COc1cc(C2NC(=O)NC(C)=C2C(=O)OC2CCCCC2)cc(Br)c1O (configuration not stated),-3.3,5.5,101.0,3.0,0.0,-26.6,-3.3,94.0,-0.5
Cc1sc2ncn(CC(=O)OC(C)C)c(=O)c2c1C,0.2,2.9,98.0,-2.4,0.0,-3.1,-4.0,101.0,nt
Cc1nn(CC#N)c(=O)n1-c1ccc(Cl)cc1,49.4,-0.4,100.0,16.6,-4.0,-1.2,3.7,96.0,0.1
Cc1ccc(CNC(=O)CCCCn2c(=O)[nH]c3ccsc3c2=O)cc1,-1.7,-8.1,100.0,-2.0,2.0,-15.0,-4.1,96.0,-0.8
Cc1occc1-c1nnc(SCc2cc(=O)n3cc(Br)ccc3n2)n1C,45.3,1.1,nt,-8.3,nt,-25.0,-7.0,nt,1.1
CC(Oc1ccccc1)C(=O)Nc1c2c(nn1-c1ccccc1)CS(=O)(=O)C2 (configuration not stated),41.4,-3.5,100.0,19.9,-2.0,-17.5,5.7,102.0,-0.6
Cc1ccc(Cl)cc1NC(=O)CCC(=O)Nc1cc(Cl)ccc1C,-4.2,-15.8,92.0,8.1,0.0,0.7,-3.4,97.0,0.5
Cc1ccc(S(=O)(=O)CC(=O)N(C)C)cc1,8.7,-5.2,102.0,8.9,1.0,1.3,1.2,101.0,0.3

More results follow:
smiles,PHOSPHO1 inh,PfM18AAP inh,MEKK3 PB1 HTS,NALP1 inh,MEKK2mut PB1 HTS,DNA FID counter,GPR7 antag,MEKK2wt PB1 HTS,OXTR agonist
O=C(Cn1cnc([N+](=O)[O-])n1)NCc1ccccc1,-9.7,-1.1,nt,14.8,nt,1.6,7.1,nt,0.8
COc1ccccc1OCc1nc2ccccc2[nH]1,3.7,-4.9,58.0,-2.4,-13.0,-3.3,-8.9,61.0,-0.7
COc1ccc(N2C(=O)C3CCCN3C2c2ccccc2OC)cc1 (configuration not stated),6.7,-6.4,91.0,39.8,-2.0,1.5,-9.8,98.0,-0.3
COc1ccc(Cn2c(=O)oc3ccccc32)cc1F,29.9,1.6,102.0,22.8,4.0,-6.7,1.1,104.0,-1.6
CS(=O)(=O)c1cnc2c(-c3ccsc3)cnn2c1N,46.4,-4.7,102.0,2.5,0.0,3.2,-4.1,103.0,3.9
O=C(CN1CCN(Cc2ccc(Cl)cc2)CC1)N/N=C/C=C/c1ccccc1[N+](=O)[O-],-21.3,1.2,99.0,12.7,3.0,14.7,6.3,103.0,8.7
O=C(OCC(=O)N1CCc2ccccc21)c1ccccn1,14.8,5.7,95.0,10.6,-5.0,-6.7,-1.1,96.0,-0.5
O=C(Cc1ccccc1)N1CCN(C(=O)c2cccs2)CC1,-1.5,3.3,104.0,12.1,4.0,-1.9,-12.1,106.0,0.6
COc1ccc(S(=O)(=O)N(C(=O)c2ccncc2)c2ccc3oc4c(c3c2)CCCC4)cc1,-28.9,-2.4,104.0,21.5,2.0,-9.6,-4.8,104.0,-0.4
CC(C)(C)NC(=O)CN(CC1CCCO1)C(=O)CNS(=O)(=O)c1ccc(F)cc1 (configuration not stated),22.4,-1.2,95.0,26.6,-9.0,-18.7,-1.8,93.0,0.5
CCOC(=O)C1CCN(c2c(C(=O)c3ccccc3)cnc3ccc(Cl)cc23)CC1,28.5,-7.9,98.0,10.5,-3.0,-2.9,-23.8,98.0,-0.9
COc1ccc(/C=N/NC(=O)c2cc(C(C)(C)C)[nH]n2)cc1COc1ccc(F)cc1F,-3.7,-10.4,101.0,11.2,1.0,-13.4,-17.9,96.0,-2.0
O=C(C1CCCN(S(=O)(=O)c2ccc([N+](=O)[O-])cc2)C1)N1CCCCC1 (configuration not stated),52.6,3.0,100.0,30.2,5.0,-10.6,-9.0,106.0,4.0
Cc1ccc(C(=O)N[C@@H](Cc2ccccc2)C(=O)N2CCC3(CC2)NCCc2[nH]cnc23)cc1C,12.6,-2.8,103.0,-4.3,7.0,22.0,5.1,103.0,1.1
COc1ccc(Cl)cc1C(=O)Nc1ccc(NC(C)=O)cc1,-1.3,1.6,103.0,29.6,5.0,-7.2,-5.3,107.0,2.4
COc1cc(C(=O)NCC(c2cccnc2)N2CCN(C)CC2)cc(OC)c1OC (configuration not stated),8.1,-6.2,95.0,1.0,1.0,1.3,3.1,98.0,0.0
CCCCCn1c(CCC(=O)Oc2ccccc2OC)nc2c1c(=O)[nH]c(=O)n2CCCC,-4.9,2.6,95.0,8.3,-6.0,-12.6,-8.4,97.0,-2.7
CCCn1nnnc1NCc1ccc(N2CCCC2)cc1,-13.3,11.5,102.0,-1.4,4.0,-3.8,-2.7,98.0,0.7
Cc1ccc(C(=O)NCCN(C)C)cc1C,4.2,4.2,97.0,-5.9,0.0,-1.4,-7.5,101.0,1.0
Cc1cccc(Nc2c(-c3ccc(N4CCOCC4)cc3)nc3ncccn23)c1,-11.1,-0.9,107.0,29.2,-4.0,-32.0,-13.5,94.0,-0.8

Copied from the results shown, 3 compounds:
smiles,PHOSPHO1 inh,PfM18AAP inh,MEKK3 PB1 HTS,NALP1 inh,MEKK2mut PB1 HTS,DNA FID counter,GPR7 antag,MEKK2wt PB1 HTS,OXTR agonist
CCCn1nnnc1NCc1ccc(N2CCCC2)cc1,-13.3,11.5,102.0,-1.4,4.0,-3.8,-2.7,98.0,0.7
Cc1ccc(C(=O)NCCN(C)C)cc1C,4.2,4.2,97.0,-5.9,0.0,-1.4,-7.5,101.0,1.0
Cc1cccc(Nc2c(-c3ccc(N4CCOCC4)cc3)nc3ncccn23)c1,-11.1,-0.9,107.0,29.2,-4.0,-32.0,-13.5,94.0,-0.8
